Screening data from PubChem BioAssay.
CHO-K1 Ca antag: M1 antagonist counterscreen hit in parental CHO-K1 cells; ATP-induced calcium, Fluo-8 fluorescence; inhibition, % at 3 µM; 360,000 tested, 0.6% active; AID 602250;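 active = inhibition above a per-plate cutoff, the plate's mean sample inhibition plus 3 SD, cut at about 24% in these data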;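 note: 0% = DMSO plus EC80 ATP and 100% = DMSO alone without ATP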
CHRM1 PAM: potentiates human M1 receptor response to acetylcholine; P11229; CHO-K1 hM1, Fluo-8 calcium fluorescence, ACh EC20; 0% = ACh EC20, 100% = maximal ACh; activation, % at 3 µM; 360,000 tested, 0.088% active; in the data active = activation above about 19%, passing the limit was not always enough
Target sequence (P11229 whole entry, looked up): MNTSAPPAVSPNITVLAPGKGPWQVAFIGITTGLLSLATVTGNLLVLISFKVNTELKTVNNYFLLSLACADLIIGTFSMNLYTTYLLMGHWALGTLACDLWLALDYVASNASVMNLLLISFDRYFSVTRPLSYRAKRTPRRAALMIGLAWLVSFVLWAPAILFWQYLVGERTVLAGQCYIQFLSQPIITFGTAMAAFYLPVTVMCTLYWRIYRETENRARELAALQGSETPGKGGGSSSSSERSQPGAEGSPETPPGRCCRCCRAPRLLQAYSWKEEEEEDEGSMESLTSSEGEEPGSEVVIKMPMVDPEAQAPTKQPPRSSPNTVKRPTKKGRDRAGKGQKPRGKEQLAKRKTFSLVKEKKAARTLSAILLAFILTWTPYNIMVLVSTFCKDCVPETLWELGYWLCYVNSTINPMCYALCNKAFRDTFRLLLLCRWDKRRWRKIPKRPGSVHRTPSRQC
CHRM1 agonist: human M1 muscarinic receptor agonism. P11229. CHO-K1 hM1, Fluo-8 calcium fluorescence, agonist mode; 0% DMSO, 100% acetylcholine EC100. activation, % at 3 µM. 360,000 tested, 0.33% active. AID 588814;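 active = activation above the run's mean compound activation plus 3 SD, cut at about 16% in these data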;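 note: peak over basal fluorescence ratio within a 140 s kinetic read after compound addition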
CHRM1 antagonist: blocks human M1 muscarinic receptor; P11229; inhibition, % at 3 µM; 360,000 tested, 1.3% active; CHO-K1 hM1, Fluo-8 calcium fluorescence, ACh EC80 antagonist;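 active = percent inhibition above its own plate's cutoff, namely the mean of that plate's compound wells plus 3 SD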;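 note: peak over basal fluorescence ratio during 140 s after agonist addition; 0% = ACh EC80 plus DMSO and 100% = DMSO alone without agonist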
CHRM4 agonist: agonists of human muscarinic M4 receptor (CHRM4). activation, % at 3 µM. CHO-K1 hM4/Gqi5, Fluo-8 calcium fluorescence; vehicle 0%, full acetylcholine response 100%. 360,000 tested, 0.14% active;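 active = activation above the run mean over all test wells plus 3 SD, cut at about 32% in these data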;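 note: peak over basal fluorescence ratio per well then scaled between controls; 0% = DMSO wells and 100% = acetylcholine at EC100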
CHO parental Ca: signal in parental CHO cells, OX1R antagonist counter-screen. 330,000 tested, 0.63% active. AID 463079. parental CHO-K1, ATP-induced calcium, Fluo-8 fluorescence. inhibition, % at 5.6 µM;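 active = inhibition above that plate's mean sample inhibition plus 3 SD, cut at about 26% in these data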;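 note: 0% = ATP-challenged DMSO wells and 100% = DMSO wells without ATP; some compounds past the cut are filed as inactive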
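Material: Parental CHO cells | Reagent: ATP | Compound dosing: Single nominal dose of 5.6 µM per compound | Detection: Intracellular calcium via Fluo-8 no-wash fluorescent dye | Read-out: % inhibition of ATP-induced calcium mobilization | Benchmarks: Low control ATP plus DMSO, high control DMSO only | Replicates: Singlicate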
OXTR potentiate: potentiates the human oxytocin receptor response. CHO-OTR cells, Fluo-8 calcium fluorescence, potentiator mode; 0% = oxytocin EC15, 100% = EC100. P30559. activation, % at 3 µM. AID 2445. 320,000 tested, 0.061% active;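 active = activation above that plate's cutoff, the mean activation of tested compounds plus 3 SD, cut at about 6.6% in these data, passing the limit was not always enough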;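 note: 100% uses oxytocin at 75 nM as the full agonist control; some results filed as inactive read as strong as hits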
Target sequence (P30559 whole entry, looked up): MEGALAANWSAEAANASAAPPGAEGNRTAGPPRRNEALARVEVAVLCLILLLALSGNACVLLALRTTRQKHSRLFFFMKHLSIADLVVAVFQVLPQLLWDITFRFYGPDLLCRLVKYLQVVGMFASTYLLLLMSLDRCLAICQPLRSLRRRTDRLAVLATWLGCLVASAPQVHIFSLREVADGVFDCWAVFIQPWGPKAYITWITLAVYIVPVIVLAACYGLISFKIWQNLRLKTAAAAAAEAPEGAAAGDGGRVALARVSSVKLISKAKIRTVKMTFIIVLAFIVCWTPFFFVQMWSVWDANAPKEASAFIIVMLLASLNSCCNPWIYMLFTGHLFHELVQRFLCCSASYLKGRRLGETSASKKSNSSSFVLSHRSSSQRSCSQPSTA
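Measured by – Fluo-8 calcium dye fluorescence · Test system – human OTR in CHO cells · Dosing – one concentration, 3.0 µM compound · Controls – EC15 oxytocin alone as 0%, 75 nM oxytocin as 100% · Evaluation – normalized max/min fluorescence ratio, % activation · Timing – 6 min pre-incubation, 100 s read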
M1 ag parental: nonselective activator or artifact in parental CHO-K1 cells | Fluo-8 calcium fluorescence; scaled to maximal ATP response, vehicle zero | activation, % at 3 µM | 360,000 tested, 0.48% active | AID 602248; in the data active = activation above about 15%;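 note: untransfected CHO-K1 host cells lacking M1 receptor as counterscreen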
M4 antag: CHRM4 antagonism in calcium assay; CHO-hM4 cells, ACh EC80, Fluo-8 calcium fluorescence; P08173; inhibition, % at 3 µM; AID 624125; 360,000 tested, 0.73% active;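 active = inhibition above its plate's cutoff, the mean inhibition of sample wells plus 3 SD, cut at about 27% in these data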;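 note: 0% = acetylcholine EC80 with DMSO and 100% = DMSO without agonist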
Numbers without * were called inactive; x = no result given.

entry	Molecule	CHO-K1 Ca antag	CHRM1 PAM	CHRM1 agonist	CHRM1 antagonist	CHRM4 agonist
1	O=C(COc1ccccc1)N1CCN(c2ncccn2)CC1	-6	8	-8	-8	1
2	COc1cc2c(C(F)(F)F)c(-c3ccc(C#N)cc3)oc(=O)c2cc1OC	-5	8	0	0	0
3	COc1ccc(NC(=O)CN2CCCC2c2cccs2)cc1S(=O)(=O)N1CCCCC1 (stereo not drawn)	-14	-18	0	22	27
4	O=C(NN=C1CCCC1)c1ccc([N+](=O)[O-])cc1	-11	2	-4	0	0
5	Cc1cc(NC(=O)CSc2ccc3ccccc3c2)no1	0	-3	-1	3	4
6	NC(=O)N[C@@H](Cc1c[nH]c2ccccc12)C(=O)OCC(=O)N1CCCCC1	-16	12	-5	-7	3
7	O=C(NC1CC1)C1CCN(C2CCN(C(=O)CCOc3ccccc3)CC2)CC1	5	2	-10	-2	1
8	CC(=O)n1c(-c2ccccc2)c(CO)c2ccccc21	-6	6	-5	-3	3
9	OCC1CCCN1C(=S)Nc1ccccc1 (stereo not drawn)	-3	13	-5	-10	0
10	CC(C)(C)OC(=O)N1CCNc2ccccc2C1	-9	3	-1	-16	0
11	O=C(NCc1ccco1)C(c1ccncc1)N(C(=O)Cn1nnc2ccccc21)c1ccccc1 (stereo not drawn)	-12	12	-4	-7	0
12	O=C(NCc1nc2ccccc2[nH]1)C1=C[C@@H](c2ccccc2)C[C@@H](OCCCCO)O1	-8	6	-2	-5	6

entry	CHO parental Ca	OXTR potentiate	M1 ag parental	M4 antag
1	8	-4	0.8	-5
2	15	-4	-0.1	3
3	6	-9	12	-1
4	-11	-11	-0.3	-10
5	-11	-13	1.8	-1
6	5	-11	0.1	-10
7	-7	-11	1.0	10
8	-8	-13	0.2	10
9	-3	-1	0.0	7
10	-22	-10	0.4	-5
11	-16	1	0.8	2
12	-16	-4	1.0	5

More results:
entry	Molecule	CHO-K1 Ca antag	CHRM1 PAM	CHRM1 agonist	CHRM1 antagonist	CHRM4 agonist
13	CC1(C)CC(=O)C2=C(C1)NC(=O)CC2c1cc2c(cc1Br)OCO2 (stereo not drawn)	16	-6	-3	-19	3
14	CCOC(=O)CC[C@H](NC(=O)Cn1cnc2c(NCc3ccccc3)ncnc21)C(=O)OCC	5	4	-1	-1	1
15	CC1(C(=O)NCc2cccs2)Cc2c(-c3ccccc3)ccnc2O1 (stereo not drawn)	3	3	-4	-12	3
16	Cc1nn(CCO)c2ncc(C(=O)c3cc(F)ccc3O)cc12	-11	8	0	-12	1
17	Cc1cc(C)n2nc(C(=O)Nc3ccc(S(=O)(=O)N(C)C)cc3)nc2n1	8	4	-3	-6	1
18	COc1ccc(N(CC(=O)NCc2ccc3c(c2)OCO3)S(=O)(=O)c2c(C)nn(C)c2C)cc1	1	5	-3	-10	6
19	CC1CCN(S(=O)(=O)c2ccc(C(=O)Nc3nnc(-c4ccco4)o3)cc2)CC1	-3	17	3	-11	0
20	C=CCSc1nnc(NC(=O)CCNC(=O)c2ccccc2Cl)s1	5	9	0	-15	13
21	O=C(N/N=C\c1ccccc1F)c1ccc(-c2ccccc2)cc1	-16	6	-4	-9	2
22	CCN(CC(=O)Nc1cc(OC)ccc1OC)Cc1nc2ccccc2c(=O)[nH]1	-5	-1	-6	4	9
23	CCn1cnc2c1c(=O)n(CC(=O)N1CCc3ccccc31)c(=O)n2Cc1ccccc1	-3	6	-2	-6	0
24	CN(C)S(=O)(=O)c1cc(NC(=O)COC(=O)Cc2ccc(Br)cc2)ccc1Cl	-3	-2	-2	11	4

entry	CHO parental Ca	OXTR potentiate	M1 ag parental	M4 antag
13	-15	4	0.3	-1
14	-7	x	-0.1	-11
15	x	x	0.4	-18
16	12	-10	1.6	5
17	4	-2	0.3	8
18	-12	-3	0.3	-4
19	-17	1	-0.7	2
20	x	x	1.4	-7
21	x	x	1.3	-2
22	-23	-3	3.3	-7
23	-4	-13	-0.4	-3
24	-16	-12	4.5	2

Following part.
entry	Molecule	CHO-K1 Ca antag	CHRM1 PAM	CHRM1 agonist	CHRM1 antagonist	CHRM4 agonist
25	COc1ccc(OC)c(NC(=O)C2CC(=O)N(CCc3ccc(F)cc3)C2)c1 (stereo not drawn)	-18	3	-5	-5	0
26	Cc1oc2ccc(OC(=O)N3CCOCC3)cc2c1C(=O)OC(C)C	3	2	-6	-8	1
27	COc1ccc(Cl)cc1N1C(=O)CC(N2CCN(S(=O)(=O)c3ccccc3F)CC2)C1=O (stereo not drawn)	-17	1	0	-16	2
28	CCOC(=O)C(N)CSC1CC(=O)N(c2ccc(OC)cc2)C1=O (stereo not drawn)	-10	13	-3	-20	2
29	CCO[C@@H]1OC(C(=O)Nc2ccccc2)=C[C@H](c2ccc3c(c2)OCO3)[C@H]1CCCO	-18	-12	-6	9	15
30	O=C(CSc1nnc(-c2ccccc2)n1-c1ccccc1)c1ccc[nH]1	-3	6	-1	-2	3
31	CC(=O)N(c1cccc(C(F)(F)F)c1)c1nc(/C=C/C(=O)O)cs1	-14	-1	-1	2	1
32	CCS(=O)(=O)c1nc(S(=O)(=O)c2ccc(C)cc2)c(NCCCN2CCOCC2)s1	-6	18	-3	-23	1
33	COc1ccc(C(=O)Nc2ccccc2C(=O)N(Cc2ccco2)C(C(N)=O)C(C)C)cc1 (stereo not drawn)	-5	0	-4	-2	0
34	Cc1ccc(OCc2ccccc2C)c([N+](=O)[O-])n1	-3	6	-6	-5	1
35	CCC(C(=O)Nc1ccc2c(c1)OCCO2)n1c(=O)[nH]c2ccccc2c1=O (stereo not drawn)	-14	2	-1	-3	2
36	COc1cc(/C=N/NC(=O)c2ccncc2)ccc1OC(=O)c1ccccc1Cl	-11	-11	-1	3	11

entry	CHO parental Ca	OXTR potentiate	M1 ag parental	M4 antag
25	x	x	0.8	4
26	-15	-4	0.5	0
27	-12	-7	0.4	-5
28	-16	-5	0.1	4
29	-3	-13	6.4	-2
30	-16	-11	2.3	5
31	-5	-4	0.0	0
32	-34	2	0.5	0
33	-15	-7	0.1	-1
34	-8	-10	-0.1	-1
35	-22	0	0.2	-22
36	-11	-8	5.2	-11

Single records, from the list above. Order of values: CHO-K1 Ca antag	CHRM1 PAM	CHRM1 agonist	CHRM1 antagonist	CHRM4 agonist	CHO parental Ca	OXTR potentiate	M1 ag parental	M4 antag
Record of O=C(CSc1nnc(-c2ccccc2)n1-c1ccccc1)c1ccc[nH]1 → -3	6	-1	-2	3	-16	-11	2.3	5
Record of COc1ccc(OC)c(NC(=O)C2CC(=O)N(CCc3ccc(F)cc3)C2)c1 (stereo not drawn) → -18	3	-5	-5	0	x	x	0.8	4

The listing picks up, repeating the 2 entries before the break.
entry	Molecule	CHO-K1 Ca antag	CHRM1 PAM	CHRM1 agonist	CHRM1 antagonist	CHRM4 agonist
35	CCC(C(=O)Nc1ccc2c(c1)OCCO2)n1c(=O)[nH]c2ccccc2c1=O (stereo not drawn)	-14	2	-1	-3	2
36	COc1cc(/C=N/NC(=O)c2ccncc2)ccc1OC(=O)c1ccccc1Cl	-11	-11	-1	3	11
37	Cc1cccc(C)c1NC(=O)CN(c1ccccn1)S(=O)(=O)c1ccc(F)cc1	21	-2	-6	7	0
38	COc1ccccc1-c1c(C)oc2c(CN3CCCC(C)C3)c(O)ccc2c1=O (stereo not drawn)	-16	13	-8	-19	0
39	CC(Oc1ccc(F)cc1)c1nnc(SCC(=O)N(c2ccccc2)C2CCS(=O)(=O)C2)o1 (stereo not drawn)	6	12	2	3	4
40	CCC1=C(OC(=O)N(CC)CC)N2C(=O)OC(=NCc3ccccc3)[C@]2(C)[C@H]2C1=CC[C@H]1C(=O)N(CC)C(=O)[C@H]12	-8	2	-3	-8	0
41	Cc1c(C=Nc2ccc(S(=O)(=O)CCO)cc2)c(O)[nH]c(=O)c1C#N	12	7	-2	-7	1
42	CCCOC(=O)CCc1n[nH]c(=O)[nH]c1=O	-13	3	-2	-12	0
43	COc1cc(NC(=S)NCCc2ccc(S(N)(=O)=O)cc2)c(OC)cc1Cl	-17	5	-1	-5	1
44	Cc1c(C(=O)N2CCOCC2)sc(NC(=O)c2ccc([N+](=O)[O-])cc2)c1C#N	-8	4	0	-3	1
45	CCn1ncc(/C=C/C(=O)Nc2c(C)nn(Cc3ccc(Cl)cc3Cl)c2C)c1C	-3	3	-1	4	6
46	CCOc1ccc(S(=O)(=O)NCCC(=O)NCc2ccncc2)cc1	-1	3	-1	-5	1
47	Cc1nc(N/N=C/c2ccc(O)cc2O)cc(N2CCOCC2)n1	1	-1	-1	-2	5
48	NC(=O)NC(=O)COC(=O)CNS(=O)(=O)c1ccc(F)c(F)c1F	-18	7	-3	-15	1
49	CC(CCc1ccccc1)NC(=O)c1ccccc1C(=O)O (stereo not drawn)	4	8	5	-10	1

entry	CHO parental Ca	OXTR potentiate	M1 ag parental	M4 antag
35	-22	0	0.2	-22
36	-11	-8	5.2	-11
37	-7	4	-0.4	9
38	x	x	2.0	-1
39	x	x	1.3	6
40	-27	0	-0.9	2
41	0	-4	1.3	-13
42	0	-9	0.6	-4
43	12	-5	0.1	2
44	7	-8	2.5	-7
45	-15	-11	8.9	-3
46	-6	-1	1.6	0
47	-12	-4	2.4	-6
48	-2	1	1.8	8
49	-9	-15	0.1	7
